Assay outcomes from PubChem BioAssay.
BAZ2B inh: inhibitors of human BAZ2B bromodomain. AlphaScreen BAZ2B-H3K14Ac peptide displacement. Potency, µM (highest dose often 114 µM), for the others: at the top dose activity change, negative = inhibition, actives largely listed as inhibitors. actives 4.4% (n = 360,000); further: on the % scale 0 is the no-effect control and ±100 the full control effect; nearly all actives have a fitted effect of over 60% in size
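Compounds, titrated to a top concentration of 110 uM, were incubated 30 min at room temperature with preformed BAZ2B/acetyl-K14 H3 peptide complex (50 nM each). Proximity signal was measured by AlphaScreen after 20 min with beads.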
APE1 inh: inhibitors of human APE1 endonuclease; Potency, µM (top dose mostly 65.8 µM), inactives show at the top dose activity change, negative = inhibition, hits mostly inhibitors; recombinant APE1, TAMRA/BHQ-2 abasic DNA cleavage fluorescence; actives 0.35% (n = 350,000); P27695;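 further: plate controls were vehicle for no effect and reference inhibitor for full effect; nearly all actives have a fitted effect of over 55% in size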
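Kinetic fluorescence read (525 ex/598 em nm, three reads 60 s apart) of AP-site incision; signal = third minus first read. Enzyme 0.75 nM, dual-labelled THF duplex 50 nM, compound preincubation 15 min RT.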
POLI inh: inhibitors of human DNA polymerase iota | Potency, µM (highest dose often 115 µM), inactives show at the top dose activity, negative = inhibition, most hits filed as inhibitors | actives 1% (n = 390,000) | Pol iota fluorescent replication assay, 10 min | AID 588590
Target sequence (Q9UNA4 whole entry, looked up): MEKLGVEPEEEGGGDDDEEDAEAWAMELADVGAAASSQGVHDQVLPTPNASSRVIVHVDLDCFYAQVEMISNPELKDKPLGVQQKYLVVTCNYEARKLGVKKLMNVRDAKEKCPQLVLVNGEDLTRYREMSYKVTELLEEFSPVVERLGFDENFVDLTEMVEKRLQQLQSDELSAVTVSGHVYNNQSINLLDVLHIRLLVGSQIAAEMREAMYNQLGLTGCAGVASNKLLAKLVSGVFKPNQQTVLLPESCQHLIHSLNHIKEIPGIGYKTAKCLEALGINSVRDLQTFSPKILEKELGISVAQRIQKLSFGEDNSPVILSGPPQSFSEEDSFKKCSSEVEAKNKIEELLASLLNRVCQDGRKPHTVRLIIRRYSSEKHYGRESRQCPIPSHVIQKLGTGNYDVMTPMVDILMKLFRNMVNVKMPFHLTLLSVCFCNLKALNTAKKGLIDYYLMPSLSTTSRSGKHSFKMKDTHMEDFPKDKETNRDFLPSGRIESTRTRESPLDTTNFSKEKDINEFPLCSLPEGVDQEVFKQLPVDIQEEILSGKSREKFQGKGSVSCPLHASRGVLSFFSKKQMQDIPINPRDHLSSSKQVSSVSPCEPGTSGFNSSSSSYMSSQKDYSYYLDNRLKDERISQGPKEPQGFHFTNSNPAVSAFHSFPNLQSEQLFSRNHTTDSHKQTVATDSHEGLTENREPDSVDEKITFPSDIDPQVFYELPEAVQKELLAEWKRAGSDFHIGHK
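Pol iota at 10 nM preincubated 15 min with compounds at room temperature; reaction started with fluorescent substrate, 50 nM final. Fluorescence read kinetically at 0 and 10 min; buffer-only wells as negative control.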
Pol eta inh: inhibitors of human DNA polymerase eta; Potency, µM (doses to about 114 µM), inactives show at the highest dose activity change, negative = inhibition, hits mostly inhibitors; actives 1.2% (n = 390,000); recombinant Pol eta, fluorescent DNA replication assay; further: on the % scale 0 is the no-effect control and ±100 the full control effect
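Fluorescent replication assay: 50 nM final substrate added after a 15 min room-temperature compound preincubation with 10 nM enzyme. Signal taken at 0 min and again at 10 min.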
POLB inh: DNA polymerase beta (human) inhibition; Potency, µM (highest dose often 114 µM), without a hit: top-dose activity change, negative = inhibition, usual class: inhibitors; actives 1.3% (n = 340,000); Pol beta primer extension/strand displacement, fluorescence kinetic; further: on the % scale 0 is the no-effect control and ±100 the full control effect
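Pol beta (10 nM) was preincubated with compound for 15 min at room temperature. The reaction was then started with 50 nM substrate and read immediately and after a further 10 min at room temperature.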
G9a block: blocks human histone lysine methyltransferase G9a; actives 8.8% (n = 350,000); G9a H3K9 monomethylation, AlphaScreen, 2 h; Potency, µM (titrated, usually from 102 µM), inactives show at the top dose activity, negative = inhibition, hits mostly inhibitors; Q96KQ7; AID 504332; further: on the % scale 0 is the no-effect control and ±100 the full control effect; nearly all actives have a fitted effect of over 75% in size
Target sequence (Q96KQ7 913-1193 limits assumed): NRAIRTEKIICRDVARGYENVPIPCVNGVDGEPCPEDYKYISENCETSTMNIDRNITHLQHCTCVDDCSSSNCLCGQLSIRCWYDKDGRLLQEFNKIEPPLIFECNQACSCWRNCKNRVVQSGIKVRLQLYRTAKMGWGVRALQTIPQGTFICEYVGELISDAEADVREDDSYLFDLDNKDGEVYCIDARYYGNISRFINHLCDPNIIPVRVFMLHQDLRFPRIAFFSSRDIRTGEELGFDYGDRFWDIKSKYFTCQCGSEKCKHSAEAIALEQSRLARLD
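Signal arises when biotinylated H3K9 peptide, once monomethylated, bridges streptavidin donor and antibody-captured acceptor beads. Enzyme at 20 nM was preincubated 15 min with test compounds; peptide 500 nM and SAM 20 uM then reacted for 2 h.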
POLK inh: inhibitors of human DNA polymerase kappa. Potency, µM (series often up to 107 µM), for the others: at the top dose activity, negative = inhibition, usual class: inhibitors. Q9UBT6. purified Pol kappa, fluorescent DNA synthesis assay, 10 min. AID 588579. actives 0.53% (n = 400,000); further: on the % scale 0 is the no-effect control and ±100 the full control effect
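Readout: fluorescence, taken kinetically at 0 and 10 min. Conditions: 10 nM Pol kappa, 15 min RT compound preincubation, 50 nM substrate final. Controls: enzyme-free buffer wells.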
BLM inh: inhibitors of human Bloom syndrome helicase BLM; Potency, µM (titrated, usually from 56.1 µM), for the others: at the top dose activity change, negative = inhibition, most hits filed as inhibitors; AID 2528; P54132; actives 0.2% (n = 350,000); recombinant BLM DNA unwinding, fluorescence dequenching;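 further: plate controls were vehicle for no effect and no enzyme for full effect; nearly all actives have a fitted effect of over 35% in size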
JMJD2A Tudor inh: JMJD2A Tudor domain (human) inhibition; AlphaScreen JMJD2A-Tudor / H3K4me3 peptide binding; AID 504339; O75164; actives 4.4% (n = 390,000); Potency, µM (series often up to 114 µM), for inactives: at the highest dose activity change, negative = inhibition, actives largely listed as inhibitors; further: on the % scale 0 is the no-effect control and ±100 the full control effect; nearly all actives have a fitted effect of over 50% in size
Starred values were filed as active, the others as inactive; ? = inconclusive; . = not tested or not shown; [ ] = remark or other dose. The call rests on the fitted dose curve; in most records, active means well fitted curve in the direction sought with a large enough effect; inconclusive means small, poorly fitted or top-dose-only effect, or another doubt; inactive means no such curve, though single readings can be large; an effect the other way counts as inactive or inconclusive. Potency means the concentration at half of the fitted maximal effect.

| BAZ2B inh | APE1 inh | POLI inh | Pol eta inh | POLB inh | G9a block | smiles | POLK inh | BLM inh | JMJD2A Tudor inh |
| --- | --- | --- | --- | --- | --- | --- | --- | --- | --- |
| 13% | -4% | -5% | -17% | 21% | 30% | CCCCOc1ccccc1NC(=O)CSc1nnnn1C(C)(C)C | -5% | -2% | -17% |
| -20% | 18% | 11% | -1% | 4% | . | N/C(=N\OC(=O)CCCC(=O)O)c1ncc(C(F)(F)F)cc1Cl | 4% | 2% | -1% |
| 2% | -5% | 113%[activator] | -21% | 4% | 16% | COC(=O)CCCNC(=O)c1ccc2oc(CCCc3ccccc3)nc2c1 | 3% | 3% | -10% |
| -29% | -2% | -24% | -3% | -17% | -27% | COc1ccc(S(=O)(=O)Nc2nc3c(s2)CCCC3)cc1 | -12% | -2% | -16% |
| -3% | -6% | 32%[activator] | -6% | -22% | -35%[12.7 µM] | CCC1CN(C)C2Cc3c([nH]c4ccccc34)C(=O)CC1C2C(=O)OC (stereo not given) | 5% | -1% | -4% |
| -18% | 3% | 12% | -9% | 32% | ? | NCCc1nnc(SCC(=O)Nc2ccc(Br)cc2)o1 | 2% | 0% | -2% |
| 12% | 7% | 16% | -3% | 18% | -13%[59 µM] | COc1ccc(C2C(C#N)=C(N)Oc3c2oc(CO)cc3=O)c(OC)c1OC (stereo not given) | -17% | -4% | 11µM* |
| ? | -5% | 42%[activator] | -13% | 13% | 45µM* | Cc1cc(S(=O)(=O)NCc2ccco2)c(C)cc1Cl | -2% | -2% | -15% |
| -33% | -5% | 60%[activator] | -16% | 2% | 25µM* | CCc1ccc(C2=NNC(=Nc3c(C)n(C)n(-c4ccccc4)c3=O)SC2)cc1 | 5% | -4% | -25% |
| 0% | 1% | -12% | -10% | 16% | 22% | Cc1ccn2cc(CCNC(=O)C3CC=CCC3C(=O)O)nc2c1 (stereo not given) | -5% | -1% | -17% |
| 0% | -3% | -15% | -12% | 20% | 22%[59 µM] | CCOC(=O)c1cnn(-c2cc(C)nc3c(-c4ccccc4)c(C)nn23)c1N | -7% | -2% | 0%[11.4 µM] |
| 6% | 24% | 0% | -17% | 54% | ? | COc1ccc(C)cc1NS(=O)(=O)c1cn(C)c(=O)n(C)c1=O | 2% | 3% | -1% |
| 20% | -2% | 20% | -7% | 3% | . | O=C(Nc1cc(S(=O)(=O)N2CCOCC2)ccc1N1CCCC1)C1COc2ccccc2O1 (stereo not given) | 5% | 0% | -17% |
| 36% | 3% | 7% | -14% | 17% | -10%[12.7 µM] | O=C(Nc1cc(Cl)ccc1N1CCCCC1)c1cccs1 | -8% | -2% | 68%[activator] |
| -1% | 7% | 94%[activator] | 2% | 55% | 0% | CC(=O)Nc1ccc(C2(c3ccc(NC(C)=O)cc3)NC(=O)c3ccccc32)cc1 | -11% | -3% | -16% |
| . | . | 18% | -9% | . | . | CCc1noc(C)c1C(=O)Nc1sc(C(=O)N(C)C)c(C)c1C#N | -3% | . | -9% |
| -5% | 0% | 0% | 0% | 36% | -8% | COc1ccc(-c2cc(C(F)(F)F)nc(SCc3cccc(C(=O)O)c3)n2)cc1 | -2% | -2% | ? |
| -4% | 1% | 16% | 11% | 0% | ? | COC(=O)COc1ccc2c(=O)c(Oc3ccccc3)c(C)oc2c1 | -8% | 1% | -13% |
| -2% | 0% | 30% | 6% | 23% | 33% | CCOc1nc(NC(C)C)nc(NC(C)C)n1 | -11% | -2% | -10% |
| -19% | . | -10% | -5% | 11% | -37%[59 µM] | CCn1c(=O)cc(OCC(=O)Nc2cc(OC)c(OC)c(OC)c2)c2ccccc21 | -7% | -6% | -18% |

The closing two entries of the part before lead into the next.
| BAZ2B inh | APE1 inh | POLI inh | Pol eta inh | POLB inh | G9a block | smiles | POLK inh | BLM inh | JMJD2A Tudor inh |
| --- | --- | --- | --- | --- | --- | --- | --- | --- | --- |
| -2% | 0% | 30% | 6% | 23% | 33% | CCOc1nc(NC(C)C)nc(NC(C)C)n1 | -11% | -2% | -10% |
| -19% | . | -10% | -5% | 11% | -37%[59 µM] | CCn1c(=O)cc(OCC(=O)Nc2cc(OC)c(OC)c(OC)c2)c2ccccc21 | -7% | -6% | -18% |
| 8% | -5% | 3% | 0% | . | 21%[2.33 µM] | COc1ccccc1NC(=O)COC(=O)CCc1ccc(S(=O)(=O)N2CCOCC2)cc1 | -5% | . | -9% |
| 7% | 79%[activator] | 28% | -11% | 1% | 11% | CCC(C)[C@H](NC(=O)N1CCn2c1nc1ccccc12)C(=O)NCc1ccccc1 (stereo not given in full) | 5% | -3% | -1% |
| 4% | -2% | 9% | 2% | 5% | -39%[59 µM] | O=C(CSc1ccccc1C(=O)O)NC1CCCCCCC1 | -6% | 0% | 4% |
| -6% | -16% | 19% | -4% | 31% | 14% | C/C=C/c1ccc(OCCCN2C(=O)NC(C)(C)C2=O)c(OC)c1 | -11% | -2% | -12% |
| -3% | -6% | -6% | -17% | 20µM* | 19% | Cc1[nH]c2ccccc2c1/C=N/NC(=O)c1ccc(N)cc1 | -5% | -7% | -21% |
| . | -1% | 11% | -17% | . | . | Cc1noc(C)c1C(=O)OCC(=O)N1CCc2ccccc21 | -22% | . | 0% |
| 32µM* | -4% | 10% | -9% | 10% | . | N=c1n(CCN2CCCCC2)c2ccccc2n1CC(=O)c1ccc(Cl)c(Cl)c1 | -10% | 4% | -28% |
| 79µM* | -2% | 9% | 22% | 3% | 5%[59 µM] | NS(=O)(=O)c1ccc(CNC(=O)c2ccccn2)cc1 | 10% | -8% | 4%[11.4 µM] |
| -5% | 0% | 24% | -5% | 26% | -31%[59 µM] | COc1ccccc1CC(=O)Nc1ccc(O)cc1C(=O)O | -3% | -1% | -35% |
| -4% | -3% | -5% | -7% | 22% | 13%[59 µM] | COc1ccccc1NC(=O)Nc1c(C)n(C)n(-c2ccccc2)c1=O | -2% | 2% | -3% |
| -13% | -6% | -2% | -11% | 7% | 8%[12.7 µM] | O=C(COC(=O)CCc1nc2ccccc2c(=O)[nH]1)NCc1ccc(F)cc1 | -11% | -5% | -10% |
| ? | 2% | 120%[activator] | 2% | -14% | -13% | COc1ccc(CC(=O)N2CCN=C2SCc2cccc([N+](=O)[O-])c2)cc1 | -12% | -4% | -32% |
| 0% | 14% | -19% | -5% | -1% | 1%[0.501 µM] | CC(=O)c1cccc(CN2CCN(Cc3ccc(F)cc3)C(CCO)C2)c1 (stereo not given) | -1% | -2% | -14% |
| -3% | -8% | ? | -12% | 22µM* | . | COc1ccc(Nc2cc(C)nc3ccc(OC)cc23)cc1 | -22% | 10% | -21% |
| -14% | 43%[activator] | 20% | 0% | -16% | 2% | Cc1ccc(C)c(NC(=O)c2ccc3nccnc3c2)c1 | -14% | -2% | -3% |
| 3% | 5% | -1% | -21% | 46% | -11% | Cn1cc(Cl)c(C(=O)OCC(=O)Nc2cccc(Cl)c2)n1 | 2% | -2% | 1% |
| -9% | -16% | ? | -12% | . | ? | COc1ccc(NC(=O)CSc2nnc(C3CC3)n2C)cc1S(=O)(=O)N1CCOCC1 | -17% | . | -25% |
| 1% | -7% | -5% | -8% | 1% | 8% | COc1cc(OC)c2c(-c3ccccc3)cc(=O)oc2c1 | -5% | -6% | -12% |
| 5% | 5% | 16% | ? | . | -8%[0.501 µM] | Cc1ccc(S(=O)(=O)CC(=O)N(CCCN(C)C)c2nc3ccc(C)cc3s2)cc1 | -6% | . | -13% |
| -29% | 22% | 44%[activator] | -19% | -11% | -12%[59 µM] | Cc1cc(/C=C(\C#N)C(=O)OCC#N)c(C)n1CC(C)C | -19% | -18% | -9% |
| 10%[57.1 µM] | . | 21% | 2% | 7% | -8%[59 µM] | Cc1ccnc(NC(=O)c2c(C)oc3ncn(CC(C)C)c(=O)c23)c1 | 3% | 3% | -6% |
| -3% | 3% | -5% | -5% | -9% | 30%[12.7 µM] | CCN(CC)CCN(Cc1cc2cc(C)ccc2[nH]c1=O)C(=O)Nc1ccccc1OC | -9% | -9% | 1% |
| . | . | ? | -9% | . | . | CN1C(=O)C(N=Nc2ccc([N+](=O)[O-])cc2)SC1=S (stereo not given) | -12% | . | 22µM* |
| 5% | 81%[activator] | 13% | -6% | 2% | -7% | O=C(c1ccc(F)c(F)c1)N1CCC2(CC1)NCCc1[nH]cnc12 | 12% | 2% | -13% |

In the list so far, 10 have a halogen.
| BAZ2B inh | APE1 inh | POLI inh | Pol eta inh | POLB inh | G9a block | smiles | POLK inh | BLM inh | JMJD2A Tudor inh |
| --- | --- | --- | --- | --- | --- | --- | --- | --- | --- |
| -20% | 18% | 11% | -1% | 4% | . | N/C(=N\OC(=O)CCCC(=O)O)c1ncc(C(F)(F)F)cc1Cl | 4% | 2% | -1% |
| -18% | 3% | 12% | -9% | 32% | ? | NCCc1nnc(SCC(=O)Nc2ccc(Br)cc2)o1 | 2% | 0% | -2% |
| ? | -5% | 42%[activator] | -13% | 13% | 45µM* | Cc1cc(S(=O)(=O)NCc2ccco2)c(C)cc1Cl | -2% | -2% | -15% |
| 36% | 3% | 7% | -14% | 17% | -10%[12.7 µM] | O=C(Nc1cc(Cl)ccc1N1CCCCC1)c1cccs1 | -8% | -2% | 68%[activator] |
| -5% | 0% | 0% | 0% | 36% | -8% | COc1ccc(-c2cc(C(F)(F)F)nc(SCc3cccc(C(=O)O)c3)n2)cc1 | -2% | -2% | ? |
| 32µM* | -4% | 10% | -9% | 10% | . | N=c1n(CCN2CCCCC2)c2ccccc2n1CC(=O)c1ccc(Cl)c(Cl)c1 | -10% | 4% | -28% |
| -13% | -6% | -2% | -11% | 7% | 8%[12.7 µM] | O=C(COC(=O)CCc1nc2ccccc2c(=O)[nH]1)NCc1ccc(F)cc1 | -11% | -5% | -10% |
| 0% | 14% | -19% | -5% | -1% | 1%[0.501 µM] | CC(=O)c1cccc(CN2CCN(Cc3ccc(F)cc3)C(CCO)C2)c1 (stereo not given) | -1% | -2% | -14% |
| 3% | 5% | -1% | -21% | 46% | -11% | Cn1cc(Cl)c(C(=O)OCC(=O)Nc2cccc(Cl)c2)n1 | 2% | -2% | 1% |
| 5% | 81%[activator] | 13% | -6% | 2% | -7% | O=C(c1ccc(F)c(F)c1)N1CCC2(CC1)NCCc1[nH]cnc12 | 12% | 2% | -13% |

An excerpt, so the mix of outcomes need not match the whole.
